Assay outcomes: PubChem, National Center for Advancing Translational Sciences (NCATS)
HTT ATP protect: protects HTT-Q103 PC12 cells, measured by ATP | PC12 HTT-Q103 induced, cytoprotection, ATP luminescence, 40 h | Potency, µM (highest dose often 56.4 µM), inactives show cytoprotection (ATP increase), usual class: activators | 230,000 tested, 0.14% active | AID 1471;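 also: potency is read from the fitted curve at half-maximal effect; % of control where 0% means no effect; nearly all actives have a fitted effect of over 45% in size; toxic huntingtin expression switched on by the ecdysone agonist tebufenozide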
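PC12 cells with ecdysone-inducible HTT exon 1 Q103-GFP, induced with 100 nM tebufenozide and co-treated with library compounds in a dose series (1536-well, 1500 cells/well). Cytoprotection read as ATP content by ATPlite luminescence.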
Lamin A splicing: changes lamin A minigene splicing in HeLa cells. HeLa LMNA splicing GFP/RFP minigene ratio, 48 h. Potency, µM (highest dose often 46.1 µM), for inactives: at the top dose ratio change, negative = inhibition, hits mostly inhibitors. 200,000 tested, 0.01% active; active = well fitted inhibition curve with a large enough effect in the signal ratio, with a control signal flat, not every such curve was filed as active; inconclusive = small, poorly fitted or top-dose-only effect, or effect the other way, or a change in a side signal; the % refers to the signal ratio; also: potency is read from the fitted curve at half-maximal effect; % is scaled to controls: 0 for no effect and ±100 for the full control effect
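S3 HeLa stable clones carrying a lamin A-EGFP splicing minigene plus DsRed2 were seeded at 600 cells/well in Opti-MEM with 2% FBS, pin-dosed and incubated 48 h at 37°C. Acumen cytometry (488 nm) gave the GFP/RFP total-intensity ratio.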
KinaseGlo FLuc: counter-screen: inhibitors of Kinase-Glo firefly luciferase; Potency, µM (top dose mostly 38.3 µM), inactives show top-dose activity change, negative = inhibition, hits mostly inhibitors; 200,000 tested, 0.28% active; Kinase-Glo luciferase, ATP luminescence, 8 min; also: potency is read from the fitted curve at half-maximal effect; % is scaled to controls: 0 for no effect and ±100 for the full control effect; nearly all actives have a fitted effect of over 60% in size
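Compounds were added to a substrate mix at pH 7.2 (50 mM imidazole, 10 uM ATP, within the enzyme's linear range), followed by Kinase-Glo detection reagent; luminescence was measured after 8 minutes at ambient temperature.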
IMPase Li inh: cell-permeable IMPase inhibitors with lithium potentiation. 210,000 tested, 0.35% active. AID 1457. Potency, µM (doses to about 59.4 µM), for inactives: top-dose activity, negative = IMPase inhibition, actives largely listed as inhibitors. CHO-M1 cells, IP1 TR-FRET (IP-One), carbachol + lithium;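 also: IP1 builds up when IMPase is blocked and the TR-FRET signal falls; potency is read from the fitted curve at half-maximal effect; plate controls were basal vehicle for no effect and high inhibitor control for full effect; nearly all actives have a fitted effect of over 50% in size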
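CHO cells stably expressing M1 receptor (2000/well) were cultured 16–30 h, then exposed to compounds with a small lithium addition for 30 min at 37C. IP1 was measured by TR-FRET competition; AC50 from Hill fits.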
HttQ103 aggreg: reduces HttQ103-GFP aggregates in PC12 cells | Potency, µM (titrated, usually from 46.1 µM), for inactives: top-dose activity change, negative = inhibition, most hits filed as inhibitors | PC12 HttQ103-GFP aggregates, Acumen cytometry, 40 h | 220,000 tested, 1.1% active | AID 1688; also: potency is read from the fitted curve at half-maximal effect; % is scaled to controls: 0 for no effect and ±100 for the full control effect; nearly all actives have a fitted effect of over 60% in size
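Multiplexed with ATP-based cell death, this channel scores GFP aggregates in PC12 cells expressing inducible HTTex1-Q103-GFP. Induction used 100 nM tebufenozide; compounds were tested in concentration series.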
SMN2 splice up: increases expression of the SMN2 splice variant | HEK293 SMN2-luciferase splicing reporter, luminescence, 30-36 h | Potency, µM (top dose mostly 46.1 µM), for inactives: at the highest dose activity change, positive = activation, most hits filed as activators | 210,000 tested, 2.8% active; also: potency is read from the fitted curve at half-maximal effect; % of control where 0% means no effect; nearly all actives have a fitted effect of over 55% in size
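HEK293 cells carry an SMN2 […]–luciferase reporter in which exon 7 inclusion puts luciferase in frame. Cells were plated 10-12 h before compound addition, then incubated 30-36 h at 37C. ONE-Glo luminescence was read; sodium butyrate at 4.5 mM final served as control.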
CBFb RUNX1 block: blocks binding between human CBF-beta and RUNX1; Q01196+Q13951; AlphaScreen CBFb-His/RUNX1-biotin binding, biochemical; Potency, µM (highest dose often 59.8 µM), for the others: at the top dose activity, negative = inhibition, usual class: inhibitors; 230,000 tested, under 10 active; also: % of control where 0% means no effect
Target sequence (Q01196 whole entry, looked up): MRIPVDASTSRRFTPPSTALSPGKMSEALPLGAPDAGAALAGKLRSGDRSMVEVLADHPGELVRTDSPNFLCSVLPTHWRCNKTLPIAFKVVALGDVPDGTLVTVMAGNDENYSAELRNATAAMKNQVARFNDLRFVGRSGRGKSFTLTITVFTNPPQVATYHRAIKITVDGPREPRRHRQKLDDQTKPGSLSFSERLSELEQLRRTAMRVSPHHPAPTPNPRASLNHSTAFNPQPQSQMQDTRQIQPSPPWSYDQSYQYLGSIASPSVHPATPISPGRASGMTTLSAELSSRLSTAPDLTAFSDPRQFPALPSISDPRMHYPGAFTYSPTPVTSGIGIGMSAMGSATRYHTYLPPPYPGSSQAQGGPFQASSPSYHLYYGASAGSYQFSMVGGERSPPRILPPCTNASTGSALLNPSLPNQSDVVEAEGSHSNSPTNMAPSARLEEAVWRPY
Target sequence (Q13951 whole entry, looked up): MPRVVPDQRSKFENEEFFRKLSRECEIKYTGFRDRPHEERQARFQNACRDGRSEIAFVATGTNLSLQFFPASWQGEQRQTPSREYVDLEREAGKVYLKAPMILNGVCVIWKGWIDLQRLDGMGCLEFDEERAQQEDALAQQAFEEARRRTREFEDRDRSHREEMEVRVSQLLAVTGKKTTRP
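CBFb-His/RUNX1-biotin, 30 nM each, preincubated 20 min RT; compound 15 min RT; Ni + streptavidin beads 50 ng each, 90 min RT; AlphaScreen read.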
An asterisk follows results filed as active; ? = inconclusive; / = not tested or not shown; [ ] = dose if it differs, or a comment. Unless noted, calls follow the shape of the dose curve; as a rule, active = well fitted curve in the direction sought with a large enough effect; inconclusive = small, poorly fitted or top-dose-only effect, or another doubt; inactive = no such curve, though single readings can be large; an effect the other way counts as inactive or inconclusive.

item | mol | HTT ATP protect | Lamin A splicing | KinaseGlo FLuc | IMPase Li inh
1 | COc1ccccc1NC(=S)NCc1cccs1 | 10%[10 µM] | 4% | 3% | -4%
2 | COc1ccc(C(=O)CCC(=O)Nc2cccc(Cl)c2)cc1 | -17% | / | -5% | 6%
3 | O=C(c1cnccn1)N(Cc1ccco1)C1(C(=O)NC2CCCC2)CCCCC1 | 14%[10 µM] | 12% | -4% | 26%[38.3 µM]
4 | O=C(C1CCCCC1)N1CCN(c2ncccn2)CC1 | -1% | 3% | -6% | 18%[38.3 µM]
5 | CCCc1[nH][nH]c(=O)c1C(c1cccc(Cl)c1)C(C#N)C#N (stereo not given) | 5% | -2% | 1% | -5%[38.3 µM]
6 | Cc1cccc(C(=O)NC(=S)NCc2cccnc2)c1 | / | ? | 3% | -2%
7 | O=C(NCCCCC(NC(=O)C1CCCCC1)C(=O)O)c1ccccc1 (stereo not given) | -20% | -3% | 11% | -8%[38.3 µM]
8 | Cc1ccc(S(=O)(=O)NCc2cn3c(C)csc3n2)cc1 | 21% | 1% | 3% | 21%[38.3 µM]
9 | Cc1ccccc1N(C)S(=O)(=O)c1ccc2[nH]cc(C(=O)NCC3CCCO3)c(=O)c2c1 (stereo not given) | 11% | -12% | 1% | 23%[38.3 µM]
10 | C=CCOc1ccc(CNn2cn[nH]c2=S)cc1 | -15% | 2% | -3% | -8%[38.3 µM]
11 | CC1CC(C)(C)CC2(C1)NC(=S)N(c1ccccc1)N2 (stereo not given) | 17%[10 µM] | ? | -4% | 28%[38.3 µM]
12 | CCOc1ccc(NC(=O)c2ccc(CC)s2)c([N+](=O)[O-])c1 | -17%[10 µM] | 10%[46 µM] | -4% | 4%
13 | COC(=O)c1cc(C#N)c(N2CC(C)OC(C)C2)nc1C (stereo not given) | / | / | 0% | 1%
14 | Cc1cc(C)cc(-n2c(C)cc(/C=N/NC(=O)c3ccncc3)c2C)c1 | -30%[inhibitor] | -8%[46 µM] | 5% | 17%
15 | O=C1CSC(=Nc2ccccc2[N+](=O)[O-])N1 | 9%[10 µM] | ? | 0% | 4%

item | HttQ103 aggreg | SMN2 splice up | CBFb RUNX1 block
1 | ? | 27% | 4%
2 | 8% | -27% | 4%
3 | 10% | -2% | 1%
4 | -16% | 27% | -1%
5 | -13%[9.22 µM] | 8% | 0%
6 | 10% | -7% | -9%
7 | 1% | 3% | 5%
8 | 7%[9.22 µM] | 14% | 2%
9 | -11% | -34%[inhibitor] | 2%
10 | -9% | -5% | -1%
11 | 0% | -9% | 1%
12 | 14% | / | -12%
13 | 6% | -4% | 6%
14 | 15%[9.22 µM] | -13% | -9%
15 | 2%[9.22 µM] | 1% | -1%

Structures shown so far with an NH in an aromatic ring (3):
item | mol | HTT ATP protect | Lamin A splicing | KinaseGlo FLuc | IMPase Li inh
5 | CCCc1[nH][nH]c(=O)c1C(c1cccc(Cl)c1)C(C#N)C#N (stereo not given) | 5% | -2% | 1% | -5%[38.3 µM]
9 | Cc1ccccc1N(C)S(=O)(=O)c1ccc2[nH]cc(C(=O)NCC3CCCO3)c(=O)c2c1 (stereo not given) | 11% | -12% | 1% | 23%[38.3 µM]
10 | C=CCOc1ccc(CNn2cn[nH]c2=S)cc1 | -15% | 2% | -3% | -8%[38.3 µM]

item | HttQ103 aggreg | SMN2 splice up | CBFb RUNX1 block
5 | -13%[9.22 µM] | 8% | 0%
9 | -11% | -34%[inhibitor] | 2%
10 | -9% | -5% | -1%

(cont.)
item | mol | HTT ATP protect | Lamin A splicing | KinaseGlo FLuc | IMPase Li inh
16 | CCCCOC(=O)c1ccc(NC(=O)C(=O)NCCN(C)C)cc1 | 5%[10 µM] | / | / | /
17 | CN(C(=O)c1ccccc1)c1ccc(OCC(=O)NC2CCS(=O)(=O)C2)cc1 (stereo not given) | 9% | -9% | -4% | -5%[38.3 µM]
18 | Cc1ccc(N2CC(c3nc4ccccc4[nH]3)CC2=O)c(C)c1 (stereo not given) | 13%[10 µM] | ? | 1% | 4%
19 | CCCOCC(O)CCc1n[nH]c(=S)n1-c1ccccc1 (stereo not given) | 18%[10 µM] | / | -2% | 7%
20 | C/C=C(\C)[C@H](O)C[Si](C)(C)c1ccccc1 | 17% | / | 3% | 11%
21 | Cc1ccc(S(=O)(=O)NC(CN2CCOCC2)=NCCNS(=O)(=O)c2ccccc2)cc1 | 7%[10 µM] | ? | -5% | 7%
22 | CC(=O)N/C(=C\c1ccc(F)cc1)C(=O)NC(C(=O)O)C(C)C (stereo not given) | / | / | 2% | 0%
23 | NS(=O)(=O)c1cc2c(cc1Cl)NC(CC1CCCC1)NS2(=O)=O (stereo not given) | 1%[10 µM] | / | / | /
24 | C=CCN1C(=O)C2C(C(=O)NC)C3(C)C=CC2(O3)C1C(=O)NCc1ccc(OC)cc1 (stereo not given) | -1% | 11% | -5% | 23%[38.3 µM]
25 | COc1ccc(OC(=O)c2cc3ccccc3o2)cc1 | -2% | -15% | -7% | 22%[38.3 µM]
26 | CCCN(CC(=O)Nc1cc(Cl)ccc1Cl)C(=O)/C=C/c1ccco1 | 13%[10 µM] | ? | 6% | -3%
27 | Cc1ccccc1N=C1c2ccccc2C(=O)C1[N+](=O)[O-] (stereo not given) | -2%[10 µM] | 22%[46 µM] | -1% | 6%
28 | O=C(Nc1ccccc1)c1snc2c(=O)[nH]cnc12 | -16%[10 µM] | ? | -2% | -2%
29 | CN(CCOc1ccccc1)Cc1nc2cc(Cl)ccc2c(=O)[nH]1 | / | / | 0% | 5%
30 | CN1CCN(C(=O)NCC23CC4CC(CC(C4)C2)C3)CC1 | -5% | / | 0% | 1%

item | HttQ103 aggreg | SMN2 splice up | CBFb RUNX1 block
16 | -8%[9.22 µM] | / | 9%
17 | -11% | -12% | -10%
18 | -20% | 10% | -7%
19 | 17%[9.22 µM] | / | 7%
20 | / | 1% | 14%
21 | 12% | 9% | 7%
22 | 10% | -1% | 22%
23 | 0%[9.22 µM] | / | 4%
24 | 2% | 3% | -1%
25 | -1% | 29% | 2%
26 | 15% | -6% | -2%
27 | -1%[9.22 µM] | / | -4%
28 | -5%[9.22 µM] | / | 1%
29 | -1% | -6% | 4%
30 | ? | 14% | 6%

(next part)
item | mol | HTT ATP protect | Lamin A splicing | KinaseGlo FLuc | IMPase Li inh
31 | O=C(Nc1cccc(F)c1)N1CC2(CCN(C(=O)c3ccncc3)CC2)C1 | -34%[inhibitor] | / | -1% | 19%
32 | Cc1cc(C(=O)O)c(C)n1-c1ccccc1 | 1% | -4% | 2% | 5%[38.3 µM]
33 | N#C/C(=C/c1cccn1-c1cccc(C(=O)O)c1)c1ccc(F)cc1 | -9%[10 µM] | 21%[46 µM] | -2% | 4%
34 | COc1ccc(NC(=O)CSc2nnc(CNc3ccc(F)cc3)o2)c(OC)c1 | 10% | 1% | 0% | 29%[38.3 µM]
35 | CCOC(=O)c1[nH]c(CSc2nnnn2-c2ccccc2C)c(C(=O)OCC)c1C | -21% | -10% | 1% | 39%[38.3 µM]
36 | CCCCc1nc2c(c3c1C[C@H](C)OC3)CN(C(=O)C1CC1)CC2 | -19%[10 µM] | -14%[9.22 µM] | -6%[7.66 µM] | 10%
37 | O=c1c2sc(-c3ccccc3)cc2nc2n1CCC2 | -13%[10 µM] | -7% | ? | 1%
38 | CCOC(=O)N1CCN(S(=O)(=O)c2cc(Br)cc3c2N(C(=O)C2CC2)CC3)CC1 | 10%[10 µM] | -5% | 2% | 5%
39 | COc1ccc(-c2nnc3ccc(SCC(=O)Nc4nccs4)nn23)cc1OC | -10%[10 µM] | -6% | 5% | ?
40 | Cc1ccc2[nH]c(=O)c(CN(CCN3CCOCC3)C(=O)Nc3ccccc3F)cc2c1 | -2%[10 µM] | -1% | -2% | -1%
41 | Cc1cc2cc(CN3C(=O)c4ccccc4C3=O)ccc2n1C | / | ? | 1% | -9%
42 | O=P(O)(O)C(O)(Cc1cccnc1)P(=O)(O)O | -44%[inhibitor] | -18% | / | /
43 | CN(C)CCNC(=O)COc1cccc(Cl)c1 | 4% | 5% | / | /
44 | CCCCn1c2ccccc2c2nnc(SCC(=O)NC3=NN=C(c4ccccc4)CS3)nc21 | 3%[10 µM] | ? | / | /
45 | COC(=O)c1cc(NC(=O)C2(S(=O)(=O)c3ccc(Cl)cc3)CC2)cc(C(=O)OC)c1 | 11%[10 µM] | -5% | -2% | -12%

item | HttQ103 aggreg | SMN2 splice up | CBFb RUNX1 block
31 | / | -32%[inhibitor] | /
32 | 11%[9.22 µM] | -10% | -3%
33 | -9% | 2% | ?
34 | -16% | 6% | -5%
35 | -13% | 6% | 6%
36 | / | 0%[9.22 µM] | -5%[13.1 µM]
37 | -4% | 2.2µM* | 4%
38 | -13% | 1% | 7%
39 | -11% | 20% | -9%
40 | 8% | -14% | 3%
41 | 2% | 1% | 7%
42 | 6% | / | /
43 | -4% | / | 6%
44 | 2% | / | -16%
45 | 6% | 15% | -2%

Along the list, as entered above.
IMPase Li inh for nos. 7–11: -8%[38.3 µM], 21%[38.3 µM], 23%[38.3 µM], -8%[38.3 µM], 28%[38.3 µM]
SMN2 splice up for nos. 7–11: 3%, 14%, -34%[inhibitor], -5%, -9%
Lamin A splicing for nos. 7–11: -3%, 1%, -12%, 2%, ?

Further structures:
item | mol | HTT ATP protect | Lamin A splicing | KinaseGlo FLuc | IMPase Li inh
46 | CN(C)CCCNC(=O)c1ccc(-c2ccccc2)cc1 | -24% | 0% | -4% | 9%[38.3 µM]
47 | C[C@@H]1CCC2[C@@H](C)[C@@H](O)O[C@@H]3O[C@@]4(C)CC[C@@H]1[C@@]23OO4 (stereo not given in full) | -91%[inhibitor] | ? | -1% | -5%
48 | CCc1ccc(-c2cc(-c3n[nH]c(=S)n3CC)c3ccccc3n2)cc1 | / | -3% | -8% | -7%
49 | CCCCCCC1CC(CCc2nc(=S)[nH][nH]2)C(=O)O1 (stereo not given) | 14%[10 µM] | 7% | 2% | -1%
50 | COC(=O)c1ccc(C(=O)NC(=S)Nc2ccc3nc(SC)sc3c2)cc1 | 6%[10 µM] | 8% | -5% | -5%
51 | COc1ccc(/C=N/NC(=O)c2ccc3ccccc3c2)cc1OS(=O)(=O)c1ccc(NC(C)=O)cc1 | -99%[inhibitor] | 2% | 0% | 3%[38.3 µM]

item | HttQ103 aggreg | SMN2 splice up | CBFb RUNX1 block
46 | -10% | -5% | 1%
47 | ? | -96%[inhibitor] | /
48 | 4% | ? | -2%
49 | 5% | -11% | -8%
50 | 3% | ? | -3%
51 | -4% | -42% | 1%
